NCI-60 one-dose screen, 48 h, at 10 µM unless noted. Numbers give growth in % (100 = growth as untreated, 0 = no growth, -100 = all killed).
HOP-62 = HOP-62 NSCLC | hit rate 3.9% among 80,000 | AID 1794735
HOP-92 = HOP-92 NSCLC cells. hit rate 6.3% among 71,000. AID 1794738
RPMI-8226 = RPMI-8226 leukemia cells; hit rate 7.5% among 77,000; AID 1794781
A549/ATCC = A549/ATCC NSCLC; hit rate 3.7% among 81,000; AID 1794740
CCRF-CEM = CCRF-CEM leukemia; AID 1794778; hit rate 7% among 77,000
EKVX = EKVX NSCLC. hit rate 3% among 71,000
MOLT-4 = MOLT-4 leukemia cells; AID 1794779; hit rate 6.9% among 80,000
M14 = M14 melanoma. hit rate 6.2% among 80,000. AID 1794745
An asterisk follows results filed as active; x = not tested or not shown. The calls were made as follows: active = growth percent below 10; inactive = the rest.

1	O=c1cc(CO)oc(C(c2cn(-c3ccc(Cl)cc3)nc2-c2ccc(O)cc2)c2oc(CO)cc(=O)c2O)c1O
2	O=C(COc1ccc(/C=C2\C(=O)Nc3cc(Cl)ccc32)cc1)Nc1ccccc1
3	CCC#CC[C@H]1C/C=C2/C(=O)C=C[C@@H]2C/C=C\CCCC(=O)O1
4	N#Cc1c(N)sc(N)c1C#N
5	CCCCn1c(=O)c(-c2cc(-c3ccc(Cl)cc3)nc(-c3ccc(Cl)cc3)c2)cc2ccc(Cl)cc21
6	COCCNC(C)=O
7	CC(=O)N1CCN(c2ccc(NC(=O)COc3ccc(C4CCCCC4)cc3)cc2)CC1
8	CCc1cc(C)cc(C(C)(C)C)c1

Assay by compound	1	2	3	4	5	6	7	8
HOP-62	96.2	97.6	-3.5*	109.4	97.5	98.4	94.0	103.1
HOP-92	97.5	92.2	-5.7*	93.3	88.3	101.7	68.3	x
RPMI-8226	106.0	106.0	4.1*	108.1	x	113.9	x	x
A549/ATCC	104.0	106.8	0.7*	107.0	104.6	103.9	81.3	106.7
CCRF-CEM	99.3	101.6	9.1*	106.3	100.3	112.7	63.5	x
EKVX	95.2	100.8	23.7	103.4	104.6	104.7	x	102.7
MOLT-4	103.8	96.9	7.4*	119.6	100.4	119.1	56.2	94.1
M14	100.2	92.3	2.8*	103.4	106.9	109.1	86.1	99.4

9	C/C(=C\C(=O)c1ccccc1)c1ccccc1
10	CC1=C(C(=O)Nc2cccc(C(F)(F)F)c2)C(c2ccc(F)cc2)C2=C(CC(C)(C)CC2=O)N1 (centres undefined)
11	CCOC(=O)CC1C(CNC(=O)NC)OC(n2cnc3c(NC(=O)Nc4ccccc4)ncnc32)C1O[Si](C)(C)C(C)(C)C (centres undefined)
12	O=C(O)CCSc1ccccc1[N+](=O)[O-]
13	CCOC1CCCC(n2cnc3c(=S)nc[nH]c32)O1 (centres undefined)
14	CN(C)c1ccc(/C=C2\C=C(c3ccccc3)N(CCc3ccccc3)C2=O)cc1
15	Cc1ccccc1NNc1ccccc1C
16	COc1cc(NC(=O)c2cncnc2Nc2ccc3c(ccn3Cc3cccc(F)c3)c2)cc(OC)c1

Assay by compound	9	10	11	12	13	14	15	16
HOP-62	100.9	88.2	78.9	97.2	117.1	-14.0*	100.8	52.7
HOP-92	111.6	x	63.1	93.7	78.7	51.2	101.5	83.4
RPMI-8226	99.5	51.8	11.2	102.5	x	93.0	100.5	63.5
A549/ATCC	102.7	67.1	22.4	104.9	117.4	34.8	100.7	40.4
CCRF-CEM	x	39.8	49.9	103.7	100.5	102.1	91.5	26.4
EKVX	96.7	x	63.7	x	105.4	46.9	101.7	85.3
MOLT-4	101.0	37.5	50.1	103.9	92.6	86.5	90.7	19.8
M14	120.0	57.0	67.3	97.6	x	51.7	x	47.2

17	COc1ccc2nc(NC(=O)CSC(=S)N3CCN(Cc4ccccc4)CC3)sc2c1
18	C[C@]12CC[C@H]3[C@@H](CCC4=CC(=O)CC[C@@]43C)[C@@H]1CC[C@@H]2COS(=O)(=O)c1ccc(Br)cc1
19	Cc1cc(NS(=O)(=O)c2ccc(NC3=C(Cl)C(=O)c4ncccc4C3=O)cc2)no1
20	c1ccc(CC2(Cc3ccccc3)N=C(c3ccccc3)C(c3ccccc3)=N2)cc1
21	CCOC(=O)c1cnn2c(-c3ccc(Cl)cc3)nc(NC(C)C)nc12
22	COC(=O)[C@]12CC[C@@H](C)[C@H](C)[C@@H]1C1=CC[C@@H]3[C@@]4(C)C(C=O)=C[C@@](C)(COS(C)(=O)=O)C4[C@H](O)C[C@@]3(C)[C@]1(C)CC2 (some centres undefined)
23	COc1ccc(-c2ccc(=O)oc2-c2cc(OC)c(OC)c(OC)c2)cc1O
24	COCCOCCOC(c1cc2c(cc1Br)OCO2)C(C)Br (centres undefined)

Assay by compound	17	18	19	20	21	22	23	24
HOP-62	102.6	111.4	108.7	83.8	82.0	-63.6*	-29.0*	97.5
HOP-92	109.9	58.9	124.1	56.6	67.0	-74.3*	89.0	100.0
RPMI-8226	104.8	35.6	102.7	38.8	x	-10.7*	9.7*	106.7
A549/ATCC	102.6	68.4	107.4	60.5	68.9	-67.1*	15.9	94.2
CCRF-CEM	x	69.0	100.3	71.9	88.9	-33.8*	7.1*	100.6
EKVX	93.1	x	101.4	52.8	89.2	-22.4*	30.9	98.8
MOLT-4	105.7	72.4	x	57.3	69.3	x	2.3*	102.2
M14	105.8	90.2	113.5	75.6	108.3	-59.9*	-32.6*	95.6

25	Cc1cc2cccc3c2n1CCC3N1CCCC1=O (centres undefined)
26	C/C(=N\O)c1ccc(NC(=O)CSc2nnc(-c3cc(-c4ccc(S(N)(=O)=O)cc4)nc4ccccc34)n2-c2ccccc2)cc1
27	NC(=O)/[N+]([O-])=C\c1ccc(/C=[N+](/[O-])C(N)=O)cc1
28	Cn1nc(C(F)(F)F)c(-c2ccc(Cl)c(C(F)(F)F)c2)c1-c1ccc(OCc2ccc(Cl)cc2)cc1O
29	Cc1nc(/N=C(N)/N=C(\N)c2ccccc2)sc1C
30	Clc1ccc(Nc2nc3ccccc3s2)cc1
31	Cc1c(O)c(O)cc2c3c(oc12)CC(c1ccc(N(C)C)cc1)CC3=O (centres undefined)
32	CCCCCCCCCCCCCCCC(=O)OC[C@@]1(O)C[C@@]23CC[C@@H]4C(C)(C)[C@H](O)CC[C@@]4(C)[C@@H]2CC[C@H]1C3

Assay by compound	25	26	27	28	29	30	31	32
HOP-62	104.9	95.5	114.4	50.5	82.0	102.2	80.4	100.8
HOP-92	x	66.0	127.2	-22.4*	101.3	x	56.8	112.5
RPMI-8226	90.8	34.4	113.1	-17.9*	81.7	73.1	108.3	102.0
A549/ATCC	102.0	79.5	100.4	12.8	95.4	71.9	92.1	104.0
CCRF-CEM	85.4	40.5	67.6	9.9*	75.2	50.9	100.5	100.4
EKVX	90.9	77.3	109.7	12.8	90.0	78.3	88.5	100.2
MOLT-4	91.2	32.3	106.9	12.3	83.5	42.5	103.9	101.5
M14	98.7	74.4	104.3	35.4	67.1	85.8	94.2	-30.4*

33	COc1cc(-c2nn(-c3cccc(NC(=O)c4cccc(C(F)(F)F)c4)c3)cc2-c2ccncc2)ccc1Cl
34	O=C(CSc1nnc(COc2cnc3ccccc3n2)o1)Nc1ccc(Cl)cc1
35	CCOC(=O)c1sc2nc(C)cc(C)c2c1N
36	COc1cc(/C=C2/C(=O)Nc3cc(Cl)ccc32)ccc1O
37	Cc1ccc(/C=C2\CNC/C(=C\c3ccc(C)cc3)C2=O)cc1
38	N#Cc1c(-c2ccc(Cl)cc2)nc(NN=Cc2cccc(O)c2)nc1N1CCOCC1
39	COc1cc2ncnc(Sc3nnc(NC(=O)c4ccc(C)cc4)s3)c2cc1OC
40	N#CCSc1nc(N)nc2nc[nH]c12

Assay by compound	33	34	35	36	37	38	39	40
HOP-62	22.9	99.5	97.3	70.8	4.5*	87.8	91.1	100.0
HOP-92	-5.6*	103.6	91.1	75.2	11.0	63.3	104.7	68.7
RPMI-8226	-1.1*	102.3	102.5	82.1	-30.6*	37.4	95.0	87.6
A549/ATCC	7.4*	93.1	121.0	94.6	-53.7*	72.7	90.3	98.8
CCRF-CEM	3.1*	98.8	108.6	83.0	-3.6*	36.2	x	77.2
EKVX	x	92.6	x	22.8	-67.4*	66.6	86.9	130.8
MOLT-4	8.6*	102.1	99.8	72.1	-11.4*	39.8	93.7	129.3
M14	12.3	98.8	97.2	78.8	x	66.6	97.4	95.5

41	O=C(NC(=S)N1CCN(c2ncnc3c2cnn3-c2ccccc2)CC1)c1ccccc1
42	Cc1ccc(S(=O)(=O)Nc2cccc3[nH]c(C(F)(F)F)nc23)cc1
43	NC(=O)NCCO
44	Nc1c(C(=O)Nc2cccc(Cl)c2)sc2nc3c(cc12)C(=O)CCC3
45	Cc1cccc(/C=N/NC(=O)Nc2[nH]c3ccc(S(N)(=O)=O)cc3c2-c2ccccc2)c1
46	CNC(=O)c1cc(-n2ccc3cc(NC(=S)Nc4ccc(Cl)c(C(F)(F)F)c4)ccc32)ccn1
47	CC(C)(C)OC(=O)N1Cc2cc3ccccc3nc2C1
48	Cc1nn(-c2ccccc2)c(C)c1C(=O)Nc1nnc(-c2ccco2)o1

Assay by compound	41	42	43	44	45	46	47	48
HOP-62	85.0	36.4	101.8	47.0	88.3	89.6	106.4	113.6
HOP-92	86.0	-3.7*	110.6	x	70.4	74.1	99.9	103.2
RPMI-8226	97.7	-3.7*	101.4	51.8	85.2	x	98.3	95.4
A549/ATCC	103.3	24.0	93.0	28.2	96.9	46.3	96.7	116.4
CCRF-CEM	x	13.6	85.0	13.5	98.8	53.4	97.9	69.2
EKVX	89.0	x	x	58.2	x	73.9	82.8	90.6
MOLT-4	104.2	31.7	96.3	57.1	93.7	46.9	104.0	52.7
M14	103.8	15.2	107.0	26.9	93.4	71.7	101.5	115.1

49	Cc1[nH]c(C2CC(c3ccccc3)=NN2c2ccc(Cl)cc2)c(C)c1C(=O)NCC(F)(F)F (centres undefined)
50	CC(C)CCc1nc2ccc(NCc3ccccc3)cc2[nH]1
51	Cc1ccc2nc(NC(=O)CSc3nc(Nc4ccc(Cl)cc4)c(C#N)c(-c4ccccc4)n3)sc2c1
52	CCN(CC)CCNC(=O)c1cc(Br)c(N)cc1OC
53	O=S(=O)(Nc1ccccc1-c1ccccc1)c1ccccc1
54	COc1cc(SSc2cc(OC)cc([N+](=O)[O-])c2N)c(N)c([N+](=O)[O-])c1
55	NC(N)=Nc1ccc(Oc2cccc(NC(N)=Nc3ccc(Br)cc3)c2)cn1
56	COC(=O)CC1CC1CCc1c(-c2ccc(F)cc2)c2ccccc2n1C(C)C (centres undefined)

Assay by compound	49	50	51	52	53	54	55	56
HOP-62	107.1	108.8	90.6	105.8	92.5	105.2	65.6	101.0
HOP-92	121.6	64.2	96.2	93.9	32.8	101.5	29.0	80.6
RPMI-8226	83.6	82.3	93.9	101.8	87.2	x	51.4	78.0
A549/ATCC	88.7	101.8	89.3	101.0	85.3	93.6	53.5	90.6
CCRF-CEM	90.0	92.2	101.6	104.8	94.3	102.4	58.5	84.3
EKVX	73.5	88.1	97.9	100.3	88.2	121.8	62.0	80.7
MOLT-4	71.2	81.7	94.6	116.1	71.6	x	65.0	82.7
M14	109.5	94.5	93.1	103.4	96.3	98.9	x	94.3

57	CNC(=O)c1nc(Nc2ccc(NC(=O)Nc3ccc(Cl)c(Cl)c3)cc2)c2ccccc2n1
58	CCN1CCN(Cc2ccc(C(=O)Nc3cccc(C#Cc4cccc5[nH]nc(N)c45)c3)cc2C(F)(F)F)CC1
59	CC(C)C(=O)Nc1ccc(Cl)cc1
60	Cc1ccc(-c2nc3nc(-c4ccc(Br)cc4)nc(N4CCCNCC4)c3o2)cc1

Assay by compound	57	58	59	60
HOP-62	103.9	-66.1*	125.0	82.0
HOP-92	109.1	-69.8*	106.4	91.7
RPMI-8226	75.2	-30.9*	94.0	-36.9*
A549/ATCC	98.6	-84.8*	95.4	-74.7*
CCRF-CEM	71.7	3.6*	40.6	-64.4*
EKVX	98.7	-93.1*	116.6	114.0
MOLT-4	73.0	x	82.6	-56.8*
M14	91.7	-95.2*	104.0	-54.2*

A second format for 11 compounds above:
Every second line gives: HOP-62, HOP-92, RPMI-8226, A549/ATCC, CCRF-CEM, EKVX, MOLT-4, M14
47. CC(C)(C)OC(=O)N1Cc2cc3ccccc3nc2C1
    106.4, 99.9, 98.3, 96.7, 97.9, 82.8, 104.0, 101.5
48. Cc1nn(-c2ccccc2)c(C)c1C(=O)Nc1nnc(-c2ccco2)o1
    113.6, 103.2, 95.4, 116.4, 69.2, 90.6, 52.7, 115.1
49. Cc1[nH]c(C2CC(c3ccccc3)=NN2c2ccc(Cl)cc2)c(C)c1C(=O)NCC(F)(F)F (centres undefined)
    107.1, 121.6, 83.6, 88.7, 90.0, 73.5, 71.2, 109.5
50. CC(C)CCc1nc2ccc(NCc3ccccc3)cc2[nH]1
    108.8, 64.2, 82.3, 101.8, 92.2, 88.1, 81.7, 94.5
51. Cc1ccc2nc(NC(=O)CSc3nc(Nc4ccc(Cl)cc4)c(C#N)c(-c4ccccc4)n3)sc2c1
    90.6, 96.2, 93.9, 89.3, 101.6, 97.9, 94.6, 93.1
52. CCN(CC)CCNC(=O)c1cc(Br)c(N)cc1OC
    105.8, 93.9, 101.8, 101.0, 104.8, 100.3, 116.1, 103.4
53. O=S(=O)(Nc1ccccc1-c1ccccc1)c1ccccc1
    92.5, 32.8, 87.2, 85.3, 94.3, 88.2, 71.6, 96.3
54. COc1cc(SSc2cc(OC)cc([N+](=O)[O-])c2N)c(N)c([N+](=O)[O-])c1
    105.2, 101.5, x, 93.6, 102.4, 121.8, x, 98.9
55. NC(N)=Nc1ccc(Oc2cccc(NC(N)=Nc3ccc(Br)cc3)c2)cn1
    65.6, 29.0, 51.4, 53.5, 58.5, 62.0, 65.0, x
56. COC(=O)CC1CC1CCc1c(-c2ccc(F)cc2)c2ccccc2n1C(C)C (centres undefined)
    101.0, 80.6, 78.0, 90.6, 84.3, 80.7, 82.7, 94.3
57. CNC(=O)c1nc(Nc2ccc(NC(=O)Nc3ccc(Cl)c(Cl)c3)cc2)c2ccccc2n1
    103.9, 109.1, 75.2, 98.6, 71.7, 98.7, 73.0, 91.7

Assay outcomes (PubChem)
